Sm TGR inh = S. mansoni TGR enzyme inhibition; Potency, µM (titrated, usually from 114 µM), for inactives: top-dose activity change, negative = inhibition, most hits filed as inhibitors; AID 485364; actives 3% (n = 360,000); purified TGR, DTNB reduction, TNB absorbance 405 nm; note: potency is the fitted concentration of half-maximal effect; nearly all actives have a fitted effect of over 60% in size
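TGR 20 nM + NADPH 100 uM (dispensed conc.), cpd preinc 15 min RT; start with NADPH (500 uM addition) then DTNB (15 mM addition). Kinetic TNB absorbance, 405 nm filter. Four-parameter Hill fit across titration.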
AmpC detergent = AmpC beta-lactamase inhibition with detergent present. Potency, µM (doses to about 114 µM), inactives show at the highest dose activity change, negative = inhibition, actives largely listed as inhibitors. actives 0.041% (n = 370,000). P00811. AmpC hydrolysis of nitrocefin, absorbance 480 nm, 0.01% Triton;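 note: potency is the fitted concentration of half-maximal effect; 0% = no-compound wells and -100% = no-enzyme wells; nearly all actives have a fitted effect of over 25% in size; some results filed as inactive show a strong effect at the top dose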
Target sequence (P00811 whole entry, looked up): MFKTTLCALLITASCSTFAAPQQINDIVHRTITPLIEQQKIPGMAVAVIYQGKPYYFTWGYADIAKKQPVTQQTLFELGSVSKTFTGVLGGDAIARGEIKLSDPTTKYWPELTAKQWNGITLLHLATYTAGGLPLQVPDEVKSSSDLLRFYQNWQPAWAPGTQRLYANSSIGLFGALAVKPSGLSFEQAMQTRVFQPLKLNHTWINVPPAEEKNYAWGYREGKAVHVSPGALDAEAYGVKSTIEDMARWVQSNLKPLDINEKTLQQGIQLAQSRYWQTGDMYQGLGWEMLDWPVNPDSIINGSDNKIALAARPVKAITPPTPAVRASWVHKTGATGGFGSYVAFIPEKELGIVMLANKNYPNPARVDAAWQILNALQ
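AmpC (5.3 nM in the dispensed reagent) in 20 mM phosphate pH 7.0 with 0.01% (detergent screen) or 0.0001% Triton X-100 was preincubated with compounds for 15 min at room temperature. Nitrocefin was then added from an 800 uM solution, and hydrolysis was followed at 480 nm.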
HCMV inh = human cytomegalovirus inhibition | HFF cells, HCMV-luciferase reporter, 72 h; hits give low values | activity change, negative = inhibition, % at 57.5 µM | actives 4.5% (n = 410,000); in the data active = activity change below about -60%; inconclusive = no clear call, values can overlap the other calls; inactive = above about -39%
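Human foreskin fibroblasts infected with luciferase-reporter HCMV at MOI 1 PFU/cell, compounds at two doses. Luciferase measured 72 h post infection; normalized to buffer-only basal and Salinomycin (10uM) controls.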
AMA1 RON2 block = AMA1-RON2 (P. falciparum) interaction inhibition. AID 720542. Potency, µM (doses to about 58.2 µM), for the others: top-dose activity change, negative = inhibition, most hits filed as inhibitors. actives 0.2% (n = 360,000). AlphaScreen AMA1-biotinylated RON2 peptide binding;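 note: potency is the fitted concentration of half-maximal effect; 0% = vehicle wells and -100% = peptide control; nearly all actives have a fitted effect of over 45% in size; some results filed as inactive show a strong effect at the top dose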
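AMA1 (3D7) with his tag at 25 nM final met compounds first, then biotinylated RON2 peptide at 25 nM; detection used donor plus acceptor beads, 10 µg/mL apiece, read by AlphaScreen after 30 min at room temperature.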
Giardia FBPA inh = inhibitors of Giardia lamblia fructose-1,6-bisphosphate aldolase | Potency, µM (series often up to 59.6 µM), for the others: top-dose activity, negative = inhibition, most hits filed as inhibitors | purified Giardia FBPA | actives 0.71% (n = 290,000); note: potency is the fitted concentration of half-maximal effect; nearly all actives have a fitted effect of over 55% in size
Target sequence (A8B2U2 whole entry, looked up): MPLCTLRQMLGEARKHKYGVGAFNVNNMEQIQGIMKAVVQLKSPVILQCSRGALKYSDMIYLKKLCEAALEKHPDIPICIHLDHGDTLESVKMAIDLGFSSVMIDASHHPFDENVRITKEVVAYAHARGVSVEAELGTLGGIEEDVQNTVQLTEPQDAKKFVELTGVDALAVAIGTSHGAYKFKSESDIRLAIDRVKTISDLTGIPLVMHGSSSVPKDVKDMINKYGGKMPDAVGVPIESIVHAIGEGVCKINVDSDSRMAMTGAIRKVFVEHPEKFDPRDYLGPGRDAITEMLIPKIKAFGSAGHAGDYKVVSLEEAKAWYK
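Giardia FBPA (40 nM reagent) was preincubated 10 min at RT with compound (up to 57.5 uM final), then substrate plus GAPDH/TPI/NAD/arsenate coupling system with diaphorase/resazurin was added; resorufin fluorescence (525/598 nm) was read after 20 min.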
AmpC inh no detg = inhibitors of E. coli AmpC beta-lactamase without detergent. P00811. AmpC nitrocefin hydrolysis, absorbance 480 nm, 0.0001% Triton. Potency, µM (titrated, usually from 57.1 µM), without a hit: at the highest dose activity change, negative = inhibition, most hits filed as inhibitors. actives 0.52% (n = 330,000);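 note: potency is the fitted concentration of half-maximal effect; plate controls were no compound for no effect and no enzyme for full effect; nearly all actives have a fitted effect of over 20% in size; some results filed as inactive show a strong effect at the top dose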
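20 mM phosphate pH 7.0 + 0.01% (detergent screen) or 0.0001% Triton X-100; 5.3 nM AmpC reagent; cpd preinc 15 min RT; nitrocefin (800 uM stock) to start; A480 q20 s × 4 min; Activity was normalised to no-enzyme and no-compound control wells.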
* marks the source's active call; other numbers are inactive results; ? = inconclusive; / = not tested or not shown; [ ] = remark or other dose. Unless noted, calls come from the whole dose curve; as a rule, active = well fitted curve in the direction sought with a large enough effect; inconclusive = small, poorly fitted or top-dose-only effect, or another doubt; inactive = no such curve, though single readings can be large; an effect the other way counts as inactive or inconclusive. Unless noted, % is set by controls: 0 for no effect and ±100 for the full control effect.

SMILES	Sm TGR inh	AmpC detergent	HCMV inh	AMA1 RON2 block	Giardia FBPA inh	AmpC inh no detg
C/C(CC(=O)Nc1ccc(Cl)c(C(F)(F)F)c1)=N\NC(=O)c1cc2ccccc2cc1O	-9%	-6%	-25	80%[activator]	-11%	10µM*
COCCNc1nnc(SC(C)C(=O)Nc2ccc(-c3nc4ccc(C)cc4s3)cc2)s1 (stereo unspecified)	5%	0%	30	7%[11.6 µM]	-1%	86%[activator]
NS(=O)(=O)c1ccc(O)c(N2C(=O)c3cccc4c(C(=O)O)ccc(c34)C2=O)c1	/	2%	8	-15%	?	-4%
COc1cccc(NC(=O)CSc2nnc(-c3cc(-c4ccccn4)nc4ccccc34)o2)c1	-6%	?	12	20%	15%	39%
CCN(C[C@H]1N[C@@](CC)(C(=O)OC)[C@H]2C(=O)N(Cc3ccccc3)C(=O)[C@@H]12)C(=O)c1ccc(C)cc1	/	/	-6	-8%	/	141%[activator]
CC1(C)CC(=O)c2cc(-c3nc(-c4ccccc4)cs3)c(=O)[nH]c2C1	0%	17%	-4	/	/	/
COc1cccc(CC(=O)N(CCC2=CCCCC2)c2c(N)n(Cc3ccccc3)c(=O)[nH]c2=O)c1	-2%	-8%	-13	4%	/	-37%
O=C(Cc1ncc(C(F)(F)F)cc1Cl)NNc1cccc(F)n1	-9%	2%	-37	57%[activator]	9%	-16%
COc1ccc(CN2CCCC(CNC(=O)c3ccc(F)cc3)C2)c(C)c1C (stereo unspecified)	-6%[57.1 µM]	-8%	15	3%	1%	5%
O=C(c1cccc(N2C(=O)C3C4C=CC(C4)C3C2=O)c1)N1CCCc2ccccc21 (stereo unspecified)	4%	-8%	0	16%	3%	18%
CC1CCC(NC(=O)CCS(=O)(=O)c2ccc3c(c2)CC(C)N3C(=O)C2CC2)CC1 (stereo unspecified)	-32%	-7%	-39	17%	11%	52%
CCN1CCN(C(=O)c2ccc3c(=O)n(CCc4ccccc4)c(=O)[nH]c3c2)CC1	-1%	?	/	20%	3%	45%
CC(OC(=O)c1cc(=O)[nH]c2ccccc12)c1ccccc1 (stereo unspecified)	2%	-14%	9	-5%	3%	0%
COc1ccc(CCCc2nnc(SCC(=O)NN)o2)c(C)c1	12%	-2%	-8	97%[activator]	2%	-18%
CCC(C(=O)Nc1nccs1)c1ccccc1 (stereo unspecified)	-33%	-14%	36	-19%	1%	-19%
CCS(=O)(=O)Nc1cccc(C2=NN(S(C)(=O)=O)C(c3ccccc3)C2)c1 (stereo unspecified)	-12%	-9%	26	1%	4%	-12%
O=C(O)c1ccccc1C(=O)c1ccc(Sc2ccc(Cl)cc2)c([N+](=O)[O-])c1	-9%	-5%	13	-10%	?	-31%
COc1ccc(C(=O)Nc2ccccc2-c2nc3ccccc3s2)c(OC)c1	2%	5%	-8	/	/	/
CC(C)N(CCNCc1nnc(-c2ccccc2)o1)C(C)C	4%	-8%	-31	-5%	?	-11%
Cc1ccc(CCNC(=O)C2CCN(S(=O)(=O)c3ccc4c(c3)CCC(=O)N4)CC2)cc1	-1%	-7%	9	-9%	8%	-25%

Two entries drawn at random from those above:
SMILES	Sm TGR inh	AmpC detergent	HCMV inh	AMA1 RON2 block	Giardia FBPA inh	AmpC inh no detg
CC1CCC(NC(=O)CCS(=O)(=O)c2ccc3c(c2)CC(C)N3C(=O)C2CC2)CC1 (stereo unspecified)	-32%	-7%	-39	17%	11%	52%
CCN(C[C@H]1N[C@@](CC)(C(=O)OC)[C@H]2C(=O)N(Cc3ccccc3)C(=O)[C@@H]12)C(=O)c1ccc(C)cc1	/	/	-6	-8%	/	141%[activator]

Remaining list, next part.
SMILES	Sm TGR inh	AmpC detergent	HCMV inh	AMA1 RON2 block	Giardia FBPA inh	AmpC inh no detg
CC(C)(C)NCCCCOc1ccccc1F	9%	0%	5	0%	0%	-19%
O=C(COC(=O)/C=C/c1ccccc1Cl)NCCc1ccc(Cl)cc1Cl	-23%	10%	15	-6%	-2%	-2%
CCOC(=O)CN(Cc1ccc(OC)c(OC)c1)S(=O)(=O)c1ccc(OC)cc1	1%	?	-4	-3%	-7%	54%
CC(=O)N1CCC(N(C(=O)Nc2ccc(Cl)cc2)C(C)C)CC1	-4%	3%	-35	-7%	-9%	-26%
CCOC(CCNC(=O)c1cn(CCOC)c(=O)c2c1c1ccccc1n2C)OCC	-10%	1%	-29	-9%	8%	123%[activator]
CCNc1nc(NCC)n2c(SCC(=O)Nc3ccccc3[N+](=O)[O-])nnc2n1	-10%	-8%	14	-8%	5%	-42%
Cc1ccc(S(=O)(=O)N2CCN(c3ccc(C(F)(F)F)cc3[N+](=O)[O-])CC2)cc1	0%	?	-77*	-21%	-9%	-28%
Cc1cc(=O)n2c(n1)NC(Nc1cccc(C)c1C)=NC2c1ccccc1 (stereo unspecified)	-4%	-8%	?	-7%	0%	-16%
O=c1ccc2c(O)c3ccoc3cc2o1	/	/	-5	0%	-22%	-17%
COc1cccc(CNC(=O)c2nnn(CC(=O)Nc3cccc(C)c3)c2N)c1	2%	-9%	-22	9%	-6%	-20%
COc1cc(NC(=O)CN2CCC(Cc3ccccc3)CC2)c(C)cc1[N+](=O)[O-]	-17%	?	31	-7%	2%	-14%
Cc1ccc(C(=O)C2=C(O)C(=O)N(CCCN3CCOCC3)C23C(=O)N(C)c2ccccc23)o1 (stereo unspecified)	18%	0%	9	-5%	-5%	-5%
COc1ccc(-n2nnnc2S(=O)(=O)Cc2ccc(C(=O)O)cc2)cc1	13µM*	-13%	-18	-3%	12%	-10%
CCN(CC)S(=O)(=O)c1ccc(/C=C/C(=O)OCC(=O)NCc2ccc3c(c2)OCO3)cc1	-1%	5%	-20	6%	0%	-26%
CCC(Oc1ccccc1)C(=O)Nc1ccc(O)c(-c2nc3cc(C)ccc3o2)c1 (stereo unspecified)	9%	14%	24	/	/	/
O=C(Nc1ccccc1)c1ccc(CN2CCc3ccccc3C2)cc1	6%	?	-67*	-7%	5%	-17%
CCc1cccc(C)c1NC(=O)CSc1nnc(Cc2csc(C)n2)o1	-1%	?	9	-4%	/	-7%
Cc1cccc(-n2cnc3c(sc4nc(N5CCOCC5)c5c(c43)CCCC5)c2=O)c1	7%	-1%	?	-12%	0%	9%
CCNC(=O)n1cc(-n2cncn2)c(-c2ccc(Cl)cc2)n1	11%	?	-37	-4%	1%	-2%
Cc1ccn2c(NC3CCCC3)c(-c3ccsc3)nc2c1	-1%	2%	-33	3%	-6%	-23%
O=C(N/N=C/c1ccncc1)NC1CCCCC1	-7%	-3%	53	10%	0%	-29%
CNC(=O)COC(=O)/C=C/c1cccs1	7%	5%	-12	4%	2%	-11%
O=C(Nc1ccn(Cc2ccccc2F)n1)c1ccc(COc2ccccc2Cl)cc1	4%	-6%	-98*	1%	-7%	?
c1cc(-c2nn[nH]n2)ccc1CN1CCCCC1	-7%	2%	-12	-4%	-4%	-16%
Cc1ccn2c(NC3CCCC3)c(-c3ccncc3)nc2c1	5%	3%	0	-2%	0%	-11%
CCC1Sc2ccccc2N(CC(=O)NCc2ccc3c(c2)OCO3)C1=O (stereo unspecified)	0%	2%	38	-5%	-5%	-25%
COc1ccc(CC(=O)Nc2cccc(C(=O)Nc3cccc(C)c3)c2)cc1	7%	6%	/	/	4%	-8%
NC1=NC[C@H](Cc2ccc(O)cc2)N1CCc1cccc2ccccc12	1%	-4%	?	-6%	1%	-13%
O=C(Nc1cccc(-n2cnnn2)c1)c1cc(Cl)ccc1Cl	-8%	2%	-30	-8%	18%	-25%
C/C(=N\OC(=O)Nc1ccccc1)c1cnn(-c2cc(C(F)(F)F)cc(C)n2)c1C	-12%	11%	-5	6%	5%	-4%
O=C(CCc1nc(-c2ccccc2F)no1)Nc1cccnc1	0%	3%	27	-4%	/	0%
COC(=O)c1ccc(OCC(O)CNC2CCCC2)cc1 (stereo unspecified)	-11%	7%	34	-5%	?	-12%
Cc1cc2ccccn2c1C(=S)NC(=O)c1ccccc1	-3%	-1%	8	?	10%	-36%
Cn1nc(CC(=O)NC2CCCCCC2)c2ccccc2c1=O	0%	-12%	-72*	-4%	-4%	-10%
O=C(COC(=O)c1cc(S(=O)(=O)N2CCOCC2)ccc1Cl)Nc1ccccc1Cl	-3%	-14%	-11	0%	/	1%
Cc1ccc(-c2n[nH]c(=S)n2/N=C/c2cc3c(cc2[N+](=O)[O-])OCO3)cc1	-17%	?	58	73%[activator]	6%	-32%
COc1cc(S(=O)(=O)NCc2ccncc2)c(OC)cc1Cl	6%	-11%	-79*	0%	2%	-3%[2.29 µM]
CCOc1cc(C(=O)NCCC(=O)N2CCC3(CC2)NCCc2[nH]cnc23)cc(OCC)c1OCC	1%	-4%	-22	-5%	?	2%
CCN1CCN(c2cc(C)c3cc(NC(=O)c4cccs4)ccc3n2)CC1	1%	-1%	15	-7%	9%	40%
COc1cccc(C(=O)Cn2c(NCCCO)nc3ccccc32)c1	-1%	?	24	-6%	4%	8%

Entries of single compounds as entered above. Values in the order: Sm TGR inh | AmpC detergent | HCMV inh | AMA1 RON2 block | Giardia FBPA inh | AmpC inh no detg
`CCOC(=O)CN(Cc1ccc(OC)c(OC)c1)S(=O)(=O)c1ccc(OC)cc1` across the screens: 1% | ? | -4 | -3% | -7% | 54%
`Cc1cc2ccccn2c1C(=S)NC(=O)c1ccccc1` across the screens: -3% | -1% | 8 | ? | 10% | -36%
`CC(OC(=O)c1cc(=O)[nH]c2ccccc12)c1ccccc1` (stereo unspecified) across the screens: 2% | -14% | 9 | -5% | 3% | 0%

Further records
SMILES	Sm TGR inh	AmpC detergent	HCMV inh	AMA1 RON2 block	Giardia FBPA inh	AmpC inh no detg
C=CCn1c(-c2ccc3[nH]c(C)c(C)c3c2)n[nH]c1=S	-1%	2%	7	9%	2%	-20%
CCc1ccc(C(=O)COC(=O)c2n[nH]c3ccccc23)cc1	-4%	1%	-65*	1%	0%	-44%
Cc1cc(Cl)c2oc(C(=O)N(C)CCCN3CCOCC3)c(C)c2c1	0%	-3%	95	-2%	-8%	186%[activator]
CCCCC(=O)Nc1nc2ccc3nc(C)sc3c2s1	-8%	-6%	-22	14%	-4%	129%[activator]
COc1ccc(Cl)cc1N(C(=O)c1ccco1)C(C(=O)NC1CCCC1)c1cccnc1 (stereo unspecified)	-1%	-4%	9	7%	0%	51%
CCOc1ccc(CNCc2c(C(=O)O)c(C)n(Cc3ccc(C)cc3)c2C)cc1	0%	21%	17	/	/	/
Cc1ccc(C(=O)NCc2cccc(C(F)(F)F)c2)cc1S(=O)(=O)N1CCCCC1	7%	-13%	-66*	15%	/	0%
Clc1ccc(-c2csc(-c3ccno3)n2)cc1	0%	-6%	16	17%	1%	-57%
Cc1ccc(NC(=O)CN2C(=O)CN=C(c3ccccc3)c3ccccc32)c(C)c1	18%	0%	-13	/	/	/
COc1cccc(N2CCN(c3ccc4nnc(CCC(=O)Nc5ccccn5)n4n3)CC2)c1	-2%	-10%	-1	-9%	-15%	-3%
